# Screening results as filed in PubChem.
# bCat nuc transl – alters nuclear translocation of beta-catenin in HeLa cells; 0.3% of 190,000 active; immunofluorescence imaging; nuclear translocation activity, % at 5 µM;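 active = nuclear translocation activity above 50% at 5 µM, with a well cell count of 50 or more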;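 note: per-cell ratio of nuclear to cytoplasmic median beta-catenin stain intensity; plate controls were DMSO negative control for no effect and GSK-3 inhibitor IX positive control for full effect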
#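 Technique: fluorescence imaging of beta-catenin antibody stain plus DAPI / Material: human HeLa cell line / Incubation: compound treatment 24 h, 37°C, 5% CO2 / Read-out basis: % activation of per-cell nuclear versus cytoplasmic median beta-catenin signal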
# Autophagy HCS – modulators of autophagy | AID 463193 | MEF GFP-LC3 puncta imaging; test concentration mostly 10 µM | 0.98% of 190,000 active | calls only at 10 µM (by protocol);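 active = percentage of spot-positive cells more than 3 SD above its plate mean, without a fluorescence outlier flag or 80% toxicity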;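 note: spot-positive cell cutoff set from DMSO-treated cells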
# Dynein transport – dynein cargo transport inhibition; 3617.4 mouse cells, GR-EGFP nuclear translocation imaging; test concentration mostly 20 µM; stimulated with dexamethasone, 1 µM; active compounds read low; z-score, hits read low; 0.47% of 220,000 active; AID 1381;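 active = plate z-score of nuclear minus cytoplasmic receptor signal below a set negative limit, without overly bright fluorescence or cell loss, cut at about -3.5 in these data, passing the limit was not always enough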;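 note: z-score of nuclear minus cytoplasmic ring GR-EGFP intensity difference per well; some compounds called inactive have numbers as strong as hits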
#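 Buffer or medium – tet-free medium with charcoal-stripped serum · Signal – automated 10x imaging of fixed Hoechst-stained cells · Also added – dexamethasone agonist, 1.0 µM final, for 30 min · Incubation – induction 48 h, compound 1 h, agonist 30 min · Read-out – GR-EGFP nuclear translocation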
# Ins promoter up – MIN6 insulin promoter up-regulation; MIN6 insulin promoter-GFP reporter, high-content imaging; active compounds read high; AID 1625; z-score at 5 µM; 0.3% of 190,000 active;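 active = z-score above 3 at 5 µM with at least 500 cells counted in the well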
# NOD1 inhibition – inhibition of NOD1-driven NF-kB reporter – cell-based, luminescence, uHTS, primary screen (AID 1578) | 1% of 290,000 active | one-dose inhibition, % at 4 µM; EC50 in µM for titrated hits | NOD1-driven NF-kB luciferase reporter cells, luminescence; higher % means a stronger effect; in the data active = inhibition mostly above about 36%, no sharp cut-off; inactive = mostly below about 34%;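 note: HEK-293T reporter cells stimulated with the NOD1 agonist gamma-tri-DAP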
# Yfh1-off respiration – enhancers of respiration in Yfh1-depleted yeast, dose response, Friedreich's ataxia, plus single-dose screen (AID 1465); one-dose fold induction at 50 µM; EC50 in µM for titrated hits; 0.074% of 220,000 active; S. cerevisiae Yfh1-off respiration, WST-1 reduction, 72 h; higher fold induction means a stronger effect;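 active = fold induction of absorbance versus untreated yeast above a set limit, then at least 30% activation at any dose in follow-up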;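 note: activators that raise dye reduction in frataxin-depleted yeast; strong numbers were not always called active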
# P. falciparum M17LAP – P. falciparum M17LAP inhibitors, primary screen, biochemical, fluorogenic H-Leu-NHMec substrate, 1536-well (AID 1619); 0.38% of 220,000 active; one-dose inhibition, % at 30 µM; IC50 in µM for titrated hits; recombinant M17LAP, H-Leu-NHMec fluorogenic kinetic assay; higher % means a stronger effect;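 active = compound inhibiting the enzyme by more than half at any dose during confirmatory dose-response retesting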;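 note: plate controls were full reaction with DMSO carrier for no effect and no enzyme background for full effect; strong numbers were not always called active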
# NOD2 inhibition – NOD2 signaling inhibitors, cell-based, luminescence, uHTS, HEK293 (AID 1566); 0.63% of 290,000 active; inhibition, % at 4 µM; hits with a dose series show EC50 in µM; HEK293 NOD2/NF-kB luciferase reporter, luminescence; higher % means a stronger effect; in the data active = inhibition above about 50%; note: many of its hits are not listed in these tables
# MT stabilizer – microtubule stabilization, imaging screen | % tubulin-high responders, % at 10 µM | 0.83% of 200,000 active | HeLa tubulin immunostaining HCS, 24 h; share of cells brighter than vehicle mean+2SD | AID 2205;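 active = plate Z-score above 3 for both tubulin-high and condensed-nucleus cell shares, with cell loss under 80%, at 10 µM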;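 note: anti alpha tubulin signal scored within the nucleus-defined area of each cell; some results filed as inactive read as strong as hits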
# Dynein transport cytoplasmic EGFP – second read-out of Dynein transport, no call of its own (marks repeat the call); z-score; measured here: cytoplasmic GR-EGFP intensity; active compounds read high
# Dynein transport nuclear GR-EGFP – recorded beside Dynein transport, whose call it bears; z-score; measured here: nuclear GR-EGFP intensity;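 lower value marks the stronger effect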
# Dynein transport cell count – second read-out of Dynein transport, no call of its own (marks repeat the call); z-score; measured here: cell count per field
# Ins promoter up cell count – recorded beside Ins promoter up, whose call it bears; cell count; measured here: cytotoxicity, nuclei count;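 total cells summed across four imaged fields per well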
# bCat nuc transl cell count 5 µM – further read-out of bCat nuc transl, marked with its call; cell count; measured here: cell count, cytotoxicity flag
# MT stabilizer Hoechst-high % – recorded beside MT stabilizer, whose call it bears; % Hoechst-high responders; measured here: nuclear condensation Hoechst responders;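 share of cells brighter than vehicle mean plus two SD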
# MT stabilizer cytotoxicity % – recorded beside MT stabilizer, whose call it bears; toxicity, %; measured here: cytotoxicity by cell density;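 0% = mean cell density of plate MIN control wells and 100% = no cells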
# Autophagy HCS cell loss 18 h – recorded beside Autophagy HCS, whose call it bears; toxicity, %; measured here: cell loss, nuclei count;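 cell loss after 18 h compound exposure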
# * marks the source's active call; other numbers are inactive results; i = inactive; x = no result given. These rows are one share of the data, so the mix of outcomes need not match the whole.
SMILES,bCat nuc transl,bCat nuc transl cell count 5 µM,Autophagy HCS,Autophagy HCS cell loss 18 h,Dynein transport,Dynein transport cytoplasmic EGFP,Dynein transport nuclear GR-EGFP,Dynein transport cell count,Ins promoter up,Ins promoter up cell count,NOD1 inhibition,Yfh1-off respiration,P. falciparum M17LAP,NOD2 inhibition,MT stabilizer,MT stabilizer Hoechst-high %,MT stabilizer cytotoxicity %
O=C(/C=C/c1ccccc1)NCC(=O)N/N=C\c1cccnc1,6.2,463,i,-5,-0.27,-0.16,-0.16,0.46,-0.07,1042,-13%,i,18%,24%,1.6,2.0,10
CN(C)/C=N/NC(=O)c1ccccc1,-2.4,1048,i,-2,-0.23,-0.35,0.2,0.5,0.86,994,10%,i,-5%,3%,5.9,2.5,5.8
CSc1ccc(S(=O)(=O)N(CC(=O)NN=C2CCN(C)CC2)c2ccc(C)cc2)cc1,0.4,1062,i,1,-0.84,-0.3,-0.47,1.5,0.73,1205,-36%,i,9%,2%,3.8,3.1,5.3
Cc1noc(C)c1COc1ccc(C(=O)OCC(=O)OC(C)(C)C)cc1,-1.7,1086,i,7,-0.52,-0.35,0.087,0.72,0.71,1267,26%,i,3%,17%,4.1,3.0,7.8
Cc1cc(C)nc(Nc2ccc(C)c([N+](=O)[O-])c2)n1,-1.0,979,i,5,0.32,-0.39,0.63,1.1,-0.29,1587,-36%,i,x,-17%,2.1,1.0,7.3
CN(C)c1cc(=O)n2c(n1)SCCC2,-1.5,1363,i,3,0.65,-0.28,0.43,1,0.17,1785,4%,i,0%,9%,4.1,1.0,4.9
O=C(COC(=O)CSc1cc(Cl)ccc1Cl)NCc1ccc2c(c1)OCO2,-0.3,1082,i,18,-0.72,-0.26,-0.57,0.31,-0.16,1494,-22%,i,8%,3%,3.2,1.8,7.1
COc1ccc(CCNC(=O)C2CC(=O)N(c3ccccc3)C2)cc1OC (stereo not given),-1.0,1037,i,-2,0.0025,-0.25,0.69,0.26,0.95,1286,-10%,i,3%,-1%,2.4,2.9,14
CC[N+](CC)(CC#Cc1ccccc1)CC(=O)c1ccc(Cl)cc1,1.9,903,i,4,-0.8,-0.31,-0.78,0.77,x,x,-30%,i,7%,-56%,1.5,2.6,11
COc1ccc2[nH]c(C(=O)N3CCCN(Cc4ccc(F)cc4)CC3)cc2c1,-0.7,1325,x,x,0.068,-0.21,-0.017,0.24,-0.48,1068,-4%,i,-2%,26%,x,x,x
O=C(COc1cc(Cl)ccc1Cl)Nc1nnc(CC(=O)N2CCOCC2)s1,-1.8,1092,i,-9,-0.33,-0.24,-0.14,0.045,0.9,1949,-10%,i,0%,14%,2.1,1.9,5.4
Nc1ccc(Nc2nc(-c3cc4ccccc4oc3=O)cs2)cc1,1.4,1525,i,17,0.058,0.2,0.02,-1.9,x,x,53%,i,12%,-57%,0.9,0.8,4.0
Cc1ccc(C)c(OCCCC(=O)Nc2ccc(N3CCOCC3)cc2)c1,0.5,1036,i,2,-0.069,-0.23,0.39,0.73,0.3,1739,1%,i,-8%,-14%,1.8,0.7,49
C/C(=N/NC(=O)c1cc(-c2ccc(Br)s2)[nH]n1)c1ccco1,0.0,1517,i,-17,-0.75,-0.32,-0.83,0.88,0.48,1371,-31%,i,8%,-1%,3.4,1.9,4.6
Cc1ccc(S(=O)(=O)N(C)C)cc1NC(=S)NCCCn1ccnc1,-4.6,1076,i,3,-0.95,-0.19,0.29,0.09,-0.14,1246,-20%,i,3%,7%,4.9,2.8,7.6
CCn1c(SCC(=O)c2cc(C)ccc2C)nc2cc(S(=O)(=O)N3CCOCC3)ccc21,-0.4,1018,i,-7,-0.62,-0.29,-0.71,1.1,-0.29,1338,-6%,i,17%,3%,3.8,4.1,7.5
Cc1ccc2[nH]c(=O)c3cc(C(=O)N(C)Cc4ccco4)sc3c2c1,-1.5,1114,i,6,0.41,-0.13,0.31,-0.4,0.16,951,-32%,i,2%,0%,2.6,2.7,6.7
COc1ccc(C(=O)NCC(=O)OCC(=O)c2ccc3c(c2)NC(=O)CO3)cc1,-0.8,1072,i,-6,0.34,-0.31,0.38,-0.42,0.81,1319,0%,i,-5%,14%,0.5,3.2,8.1
CC(C)(C)NS(=O)(=O)c1ccc2nc(NC(=O)Cc3cccs3)sc2c1,-0.5,1058,i,6,-0.3,-0.25,-0.37,-0.6,-0.02,1791,-24%,i,-6%,-20%,21,3.7,39
Cc1ccc(NC(=O)CCSc2nnc(C)s2)cc1,0.5,1050,i,-3,0.71,-0.25,0.16,0.4,0.62,1134,3%,i,8%,17%,3.6,1.6,4.8
O=C(NCCc1ccccc1)C1CCN(S(=O)(=O)c2ccccc2)CC1,x,x,i,9,0.22,-0.18,0.28,-0.3,-0.31,890,-10%,i,5%,15%,1.7,1.0,8.3
COc1cc2c(cc1OC)C(c1cc(OC)c(OC)c(OC)c1)NCC2 (stereo not given),-3.6,1211,i,0,1,-0.25,0.82,0.79,x,x,-26%,i,7%,1%,1.6,0.7,15
O=C(c1coc2ccc(O)cc12)C1CC1,3.6,766,i,-47,0.017,-0.26,0.47,-0.33,-0.89,1443,12%,i,18%,5%,2.8,2.1,5.2
COc1ccc(NC(=S)N(CCCN2CCOCC2)Cc2ccco2)cc1,x,x,i,13,-0.25,-0.21,-0.41,0.62,-0.52,1133,-32%,i,-5%,5%,1.8,2.0,2.6
Cc1ccc(C(=O)N/C(=C/c2ccccc2)C(=O)NCc2ccncc2)cc1,0.6,1311,x,x,-0.59,-0.26,-0.36,1,x,x,-8%,i,1%,6%,x,x,x
CN(C)c1cc[n+](CC(=O)N2c3ccccc3Sc3ccccc32)cc1,0.4,1605,i,-12,-0.4,-0.35,-0.49,0.58,-0.92,1152,-9%,i,11%,13%,2.1,1.7,9.7
CCN1CCN(C(c2ccccc2)c2nnnn2Cc2ccccc2)CC1 (stereo not given),-3.3,567,i,3,1.1,-0.26,0.52,-0.08,x,x,-16%,i,6%,9%,3.0,1.9,7.0
COCC1CCN(Cc2cn(-c3ccccc3F)nc2-c2cc(C)sc2C)CC1,0.2,1576,i,-11,2.1,-0.011,1.4,-1,-0.37,1406,-30%,i,-17%,10%,2.1,2.0,9.5
COc1ccc(C(=O)NC(C)c2nnc(SCC(=O)Nc3nc(C)cs3)n2C)cc1 (stereo not given),0.1,1168,i,12,0.84,-0.31,0.51,0.28,0.34,814,3%,i,8%,18%,0.3,1.4,6.6
COc1ccc(N2C(=O)CC(NNC(=O)c3ccc(Br)s3)C2=O)cc1 (stereo not given),-0.2,1026,i,7,-0.43,-0.29,-0.24,0.24,-0.03,1522,-28%,i,3%,-4%,1.8,2.2,6.2
CSCC[C@H](NC(=O)OC(C)(C)C)c1nnc(SCc2ccccc2)o1,-2.1,1177,i,5,1.7,-0.15,0.51,-1.1,-1.4,1105,-2%,i,0%,-4%,1.8,1.1,1.1
O=C(c1ccc(S(=O)(=O)N2CCOCC2)cc1)N1CCN(c2cccc(Cl)c2)CC1,x,x,i,8,1.4,-0.15,1.6,-0.54,0.03,1183,24%,i,-14%,1%,3.1,0.8,72
C#CCNC(=O)C1=C[C@H](c2csc3ccccc23)C[C@H](OCc2ccc(CO)cc2)O1,-1.2,1185,i,5,-1,-0.12,-0.28,0.5,0.34,1363,5%,i,-1%,12%,4.3,2.5,12
N/N=C/C(=N\Nc1ccc(Cl)cc1)C(=O)c1ccncc1,0.8,1299,x,x,-1.4,1.1,-0.17,-0.23,-1.4,1053,1%,i,4%,-11%,x,x,x
O=C(Nc1nc(-c2ccc(F)c(F)c2)cs1)c1ccc(OCC2CCCO2)cc1 (stereo not given),-1.0,1113,i,3,1.5,-0.23,0.41,0.026,0.78,1428,-12%,i,-1%,13%,3.9,4.4,7.6
O=Cc1ccc(N2CCCC2)o1,0.7,1058,i,-28,-0.85,-0.27,-0.34,0.8,0.34,1255,-9%,i,12%,7%,5.6,1.6,6.7
Cc1cc(C)c2sc(C)[n+](CCCS(=O)(=O)[O-])c2c1,0.1,1574,i,-3,-0.55,-0.34,0.074,0.96,x,x,-4%,i,-21%,12%,3.3,1.7,8.2
CCc1n[nH]c(=S)n1/N=C/c1ccc(NC(C)=O)cc1,-4.0,1062,i,0,-0.34,-0.34,0.12,0.42,-0.39,1273,-30%,i,2%,10%,3.1,2.3,6.1
O=C(NCc1ccc2c(c1)OCO2)c1cc(-n2cnnc2)ccc1Cl,x,x,i,3,-0.48,-0.25,0.079,-0.2,-0.11,1263,-22%,i,-4%,20%,2.4,0.4,49
